LYP inh 2: inhibitors of human LYP (PTPN22) phosphatase | 0.21% of 96,000 active | inhibition, % at 2 µM | recombinant LYP catalytic domain, DiFMUP fluorescence | AID 640 | Q9Y2R2;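 active = inhibition at 2 µM at or above a set limit, the screen mean plus 3 SD, cut at about 24% in these data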;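 note: 0% = DMSO with enzyme and 100% = enzyme fully blocked by orthovanadate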
Target sequence (Q9Y2R2 whole entry, looked up, the tested form may be a part): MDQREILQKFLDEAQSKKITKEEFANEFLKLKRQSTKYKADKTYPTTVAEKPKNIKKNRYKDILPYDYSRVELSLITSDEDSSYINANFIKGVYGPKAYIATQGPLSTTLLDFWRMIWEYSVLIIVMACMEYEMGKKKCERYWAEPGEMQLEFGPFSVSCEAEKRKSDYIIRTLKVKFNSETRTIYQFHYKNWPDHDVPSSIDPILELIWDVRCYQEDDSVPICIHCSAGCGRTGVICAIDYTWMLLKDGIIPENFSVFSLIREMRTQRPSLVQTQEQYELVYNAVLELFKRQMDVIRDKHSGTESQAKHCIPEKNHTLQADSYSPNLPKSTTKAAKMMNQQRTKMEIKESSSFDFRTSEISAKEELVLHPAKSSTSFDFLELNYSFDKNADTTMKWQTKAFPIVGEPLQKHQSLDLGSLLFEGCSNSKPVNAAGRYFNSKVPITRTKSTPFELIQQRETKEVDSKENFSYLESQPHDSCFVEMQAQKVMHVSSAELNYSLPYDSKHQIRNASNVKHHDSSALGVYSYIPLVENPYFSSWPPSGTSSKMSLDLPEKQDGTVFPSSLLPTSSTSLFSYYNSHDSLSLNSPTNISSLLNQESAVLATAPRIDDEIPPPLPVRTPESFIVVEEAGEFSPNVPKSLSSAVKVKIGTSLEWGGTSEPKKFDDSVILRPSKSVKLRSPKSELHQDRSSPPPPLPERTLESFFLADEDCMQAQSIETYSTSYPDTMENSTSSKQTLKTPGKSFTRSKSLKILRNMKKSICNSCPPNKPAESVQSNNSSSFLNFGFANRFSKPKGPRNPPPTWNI
CYP2C9 inhib: blocks human cytochrome P450 2C9; P11712; 20% of 96,000 active; CYP2C9 Supersomes, luciferin-H conversion, luminescence; inhibition, % at 5 µM;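 active = blocking of liver enzyme CYP2C9 beyond about 50% at 5 µM, limit read from the data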; note: values of inactives mirror those of a sister screen read the other way
PostGolgi yeast: growth inhibition of a yeast mutant, post-Golgi transport screen; post-Golgi transport phenotypic cell assay; 0.9% of 98,000 active; AID 739; inhibition, % at 10 µM;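 note: yeast cells grown in 1536-well plates; yeast grown about 18 h at 30C before absorbance read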
PostGolgi ctrl: yeast control strain growth, post-Golgi counter-screen; efflux-deficient yeast background strain, growth absorbance A615, 16 h; inhibition, % at 10 µM; 5% of 98,000 active; AID 738
PTK2B oligo ant: antagonists of human Pyk2 oligomerization; Q293 cells, Pyk2 FERM NanoBiT luminescence; active compounds read low; z-score (the deposit names both 25 µM and 10 µM); 0.83% of 99,000 active; AID 1347419;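 active = Z-score of -3 or lower, scaled per plate to the spread of control and sample wells; inactive = z-score above -3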;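 note: negative z-score means lost luminescence so less FERM oligomerization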
E coli WT exp: E. coli BW25113 growth inhibition, expanded screen. growth inhibition, % at 100 µM. 0.15% of 98,000 active. AID 710. OD600 absorbance;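 active = growth inhibition above about 50% at one test dose, limit read from the data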;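 note: growth measured after 20 h incubation at 37 °C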
LYP act: activators of human LYP (PTPN22) phosphatase. Q9Y2R2. recombinant LYP, DiFMUP fluorescence; 0 = plate median, 100 = signal doubled. activation, % at 2 µM. 0.11% of 96,000 active;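 active = activation at 2 µM above a set limit, the mean plus 5 SD, cut at about 37% in these data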
CYP2C9 activ: CYP2C9 (human) activation | recombinant CYP2C9, luciferin-H conversion, luminescence; active compounds read high; factor 1 = untreated enzyme, 0 = blocked | P11712 | activation factor at 5 µM | AID 1024 | 1.4% of 96,000 active;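 active = activation factor of 2 or more for CYP2C9 at a 5 µM dose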;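 note: 0 = sulfaphenazole-blocked wells and 1 = vehicle-only wells; values of inactives mirror those of a sister screen read the other way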
DAT uptake mod: changed human dopamine transporter uptake under cocaine IC80; LLC-PK1 hDAT cells, [14C]-dopamine uptake with cocaine IC80; actives deviate in either direction; B-score at 10 µM; 1.3% of 110,000 active; AID 449768;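 active = Z score or B-score, a plate-position-corrected score, falls beyond the plate's 99.7% confidence bounds, in either direction; inactive = both scores lie inside the 99.7% bounds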;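 note: scored against the spread of the other compound wells on the same plate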
An asterisk follows results filed as active; · = not tested or not shown. Cut-off read from the data, not from the text of the source, unless noted: active = inhibition above about 30%; inactive = the rest.

(1) CCC(C)n1c(SC(C)C#N)nc2ccccc2c1=O (centres undefined)
(2) CCOc1cc(C2CC(=O)NC3=C2C(=O)C(C(=O)OC)C(C)C3)cc(Cl)c1O (centres undefined)
(3) Cc1ccccc1-n1nc2c(c1NC(=O)COc1ccc(Cl)cc1)CS(=O)C2 (centres undefined)
(4) O=C(Nc1cccnc1Cl)c1cccnc1Cl
(5) Cn1nc([N+](=O)[O-])nc1N1CCN(c2ccc(F)cc2)CC1
(6) O=C(OCC(=O)c1c[nH]c2ccccc12)c1ccc(Br)o1
(7) Fc1ccc(-c2nnc(-c3ccc(Cl)cc3)o2)cc1
(8) O=C(Cc1cccs1)NCc1ccccc1F

screen / no.	1	2	3	4	5	6	7	8
LYP inh 2	7	4	-4	2	6	0	8	-6
CYP2C9 inhib	70*	20	22	20	7	22	-2	10
PostGolgi yeast	20	-4	-9	-9	6	-2	24	21
PostGolgi ctrl	6	2	6	-4	6	6	7	-10
PTK2B oligo ant	-1	0.19	·	-0.13	0.05	-0.69	0.03	0.72
E coli WT exp	7	0	3	1	4	1	-4	5
LYP act	-7	-5	0	-2	-4	0	-10	4
CYP2C9 activ	0.3	0.8	0.8	0.8	0.9	0.8	1	0.9
DAT uptake mod	-1.2	-0.4	0.52	-1.2	-0.52	-0.69	-0.27	-0.59

(9) O=C(O)CC(C(=O)Nc1ccc(Cl)c(Cl)c1)C1CCCO1 (centres undefined)
(10) COc1ccccc1N1C(=O)CC(Sc2nccc(C)n2)C1=O (centres undefined)
(11) CCOC(=O)N1CCN(C(=O)c2ccc(Cl)c(S(=O)(=O)N3CCOCC3)c2)CC1
(12) O=C(O)CSc1ncnc2c1oc1ccccc12
(13) Cc1cccc(-c2cc3nc4c(c(N5CCOCC5)n3n2)CCCC4)c1
(14) CC1=NN(C(=O)c2cccc(Cn3nc(C)c([N+](=O)[O-])c3C)c2)C(O)(C(F)(F)F)C1 (centres undefined)
(15) COc1c2c(nc3occc13)C(CC=C(C)C)(OC)C(OC(C)=O)CC2 (centres undefined)
(16) Cc1nc(C)c(NC(=O)N2CCc3ccccc32)cc1NC(=O)N1CCc2ccccc21

screen / no.	9	10	11	12	13	14	15	16
LYP inh 2	-12	0	2	-5	-2	5	8	-3
CYP2C9 inhib	-10	4	9	6	55*	70*	·	77*
PostGolgi yeast	2	7	-5	6	-7	1	·	-1
PostGolgi ctrl	-2	7	15	-2	72*	-3	·	-2
PTK2B oligo ant	-0.27	1.2	0.24	0.82	-0.77	-0.68	-0.63	0.09
E coli WT exp	-5	3	-2	0	-16	4	·	-5
LYP act	13	2	-4	7	4	-2	-8	2
CYP2C9 activ	1.1	1	0.9	0.9	0.4	0.3	·	0.2
DAT uptake mod	-0.39	-1.1	-0.073	-0.5	0.79	0.081	0.61	0.32

(17) COc1ccc2c(c1)c(C(O)CN1CCN(Cc3ccc4c(c3)OCO4)CC1)c(C)n2C (centres undefined)
(18) O=C(COC(=O)CNS(=O)(=O)c1ccccc1)Nc1ccc(Cl)cn1
(19) FC(F)(F)c1cc(Cl)c2nc(-c3ccccc3)cn2c1
(20) CCc1cc(=O)oc2cc3oc(C)c(C)c3cc12
(21) OC1(C(F)(F)F)CC(O)(C(F)(F)F)n2nc(-c3ccccc3)cc2N1 (centres undefined)
(22) CCOC(=O)CNC(=O)CSc1nc2ncc(Br)cc2[nH]1
(23) Cc1ccc2nc(-c3ccc(O)cc3)c(Nc3ccc4c(c3)OCCO4)n2c1
(24) Cc1ccccc1NC(=O)CC1SC(=O)N(c2ccccc2)C1=O (centres undefined)

screen / no.	17	18	19	20	21	22	23	24
LYP inh 2	-20	14	1	4	7	6	-4	13
CYP2C9 inhib	14	-2	22	17	5	64*	47	48
PostGolgi yeast	29	16	0	-2	-2	1	-1	-1
PostGolgi ctrl	2	-4	18	-2	6	8	3	1
PTK2B oligo ant	0.02	0.42	-1.3	-0.69	-0.14	-1.1	·	-0.47
E coli WT exp	1	1	14	-7	12	0	0	4
LYP act	20	-11	1	-4	-7	-7	4	-13
CYP2C9 activ	0.9	1	0.8	0.8	0.9	0.4	0.5	0.5
DAT uptake mod	0.0062	-0.52	-0.41	-0.38	0.18	-0.42	-1.6	-0.6

Continued.
Values run as follows: LYP inh 2, CYP2C9 inhib, PostGolgi yeast, PostGolgi ctrl, PTK2B oligo ant, E coli WT exp, LYP act, CYP2C9 activ, DAT uptake mod
(25) O=C(CSc1nc2ccccc2nc1SCC(=O)N1CCOCC1)N1CCOCC1
  0, 11, 9, 14, -0.27, -2, 4, 0.9, 0.13
(26) CSCC[C@H](NC(=O)CCNC(C)=O)c1nc2ccccc2[nH]1
  -4, -12, 18, 0, -0.36, 6, 7, 1.1, 0.93
(27) O=c1[nH]c2cc3c(cc2cc1CN(CC1CCCO1)S(=O)(=O)c1ccccc1)OCCO3 (centres undefined)
  ·, 25, -2, 0, -0.49, -8, ·, 0.7, -1.1
(28) Cc1ccc(C)c(NC2=CC(=O)CC(C)(C)C2)c1C#N
  -4, -4, -10, 0, -0.33, 7, 9, 1, -0.17
(29) COc1ccc2c(c1OC)C(=O)c1ccccc1C2=O
  -3, 22, -1, 2, ·, 3, 6, 0.8, -0.63
(30) COc1ccc(CC(=O)Nc2nc3ccc(F)cc3s2)cc1S(=O)(=O)N1CCOCC1
  2, 75*, 0, 3, -0.79, 0, -2, 0.3, 0.75
(31) COc1ccccc1C(c1nnnn1C(C)(C)C)N1CCCCCC1 (centres undefined)
  -2, 77*, -9, 21, -0.01, 8, 0, 0.2, 0.59
(32) CCOC(=O)c1c(C)[nH]c(C)c1C(=O)COC(=O)c1ccc(Cl)c(S(N)(=O)=O)c1
  0, 16, -3, 4, -0.22, 5, -1, 0.8, -0.17
(33) CC(C)(C)CC(C)(C)c1ccc(O)c(CN2CCN(CCC#N)CC2)c1
  2, 38, -4, 17, -0.35, -1, 0, 0.6, -1.1
(34) Cc1cc(C)c2c(N)c(C(=O)Nc3ncc(C)s3)sc2n1
  0, ·, ·, ·, 0.27, ·, 1, ·, 0.35
(35) O=C(Oc1nsnc1N1CCCCC1)N1CCOCC1
  -5, ·, ·, ·, 1.2, ·, 4, ·, 0.74
(36) CC(C(=O)N1CCOCC1)N1C(=O)c2ccccc2C1=O (centres undefined)
  1, -9, -3, 2, 0.44, 6, 1, 1.1, -0.31
(37) CCCCn1c(SCC(=O)NCc2ccco2)nc2ccccc2c1=O
  2, 52*, -6, 19, -1.2, 1, -1, 0.5, 0.25
(38) O=C(Cn1c(=O)n(Cc2ccco2)c(=O)c2c3c(sc21)CCCCC3)Nc1ccccc1
  21, 43, -3, 6, 0.79, -10, -19, 0.6, 0.026
(39) O=C(NCCN1CCN(Cc2ccccc2)CC1)c1cc2c(=O)[nH]c3ccccc3c2s1
  6, 31, 6, -2, -0.13, 3, -5, 0.7, 0.85
(40) O=S(=O)(Cc1ccccc1)c1cnc2ccccc2n1
  -7, -149, 9, 17, -0.41, -7, 4, 2.5*, -1
(41) COc1cc2nc(C3CC3)n(NC(=O)c3ccc(F)cc3)c(=O)c2cc1OC
  ·, 5, -2, 6, 0.4, 7, ·, 0.9, 0.015
(42) C=CCNc1ncnc2ccc(Br)cc12
  ·, -10, 7, 7, -0.62, -8, ·, 1.1, -0.21
(43) Nc1nc(SCC(=O)Nc2cc(-c3ccccc3)nn2-c2ccccc2)n[nH]1
  -2, 60*, 5, -7, -0.36, 3, 0, 0.4, 1.4*
(44) COC(=O)[C@@H](NC(=O)Nc1cccc(OC)c1)C(C)C
  -3, -6, -2, -2, 0.87, 3, 0, 1.1, -0.84

Later entries
Values run as follows: LYP inh 2, CYP2C9 inhib, PostGolgi yeast, PostGolgi ctrl, PTK2B oligo ant, E coli WT exp, LYP act, CYP2C9 activ, DAT uptake mod
(45) O=C(O)c1cc(C(=O)O)c(-c2ccccc2)c(C(=O)O)c1
  -1, -11, -5, 2, 0.73, -4, -1, 1.1, 1.2
(46) CN(C)C(=O)Cn1c(=O)n(C)c2ccccc21
  2, -18, 3, 18, 0.06, -5, -5, 1.2, 0.17
(47) O=C(O)CCCC(=O)Nc1ccc(Br)cc1C(=O)O
  -5, ·, -3, 1, -0.34, 9, 4, ·, -0.5
(48) CC1CCCN(C(=O)CSc2nnc(-c3ccc(S(=O)(=O)N4CCOCC4)cc3)n2C)C1 (centres undefined)
  -13, 3, -5, 23, 0.12, 3, 14, 1, -0.92
(49) COc1ccccc1CNC(=O)C1CC(=O)N(c2ccc(C)c(C)c2)C1 (centres undefined)
  -6, -152, -10, 0, -0.17, -3, 8, 2.5*, 1.1
(50) O=S(=O)(Nc1nc(-c2sccc2Cl)cs1)c1cc(Cl)ccc1Cl
  26*, 99*, -2, 35*, -2.6, 23, -24, 0, -0.042
(51) Cn1c(=O)c2cn(-c3ccccc3)cc2n(C)c1=O
  -6, 9, 2, 4, 1.7, 3, 3, 0.9, 0.85
(52) Cc1ccc(C(=O)CSc2nc3cc(S(=O)(=O)N4CCOCC4)ccc3o2)cc1
  ·, 82*, -7, 39*, 0.19, -7, ·, 0.2, 0.11
(53) CCOc1ccc(CCNC(=O)Cn2c(-c3nonc3N)nc3ccccc32)cc1OCC
  ·, 70*, -4, -4, 0.35, -4, ·, 0.3, 0.061
(54) COCCn1c(SCCCc2ccccc2)nc2c1c(=O)[nH]c(=O)n2C
  ·, 59*, -2, 17, -0.6, -7, ·, 0.4, -0.03
(55) O=C(c1cccs1)N1CCN(Cc2ccncc2)CC1
  -20, 74*, 1, 11, -0.95, -2, 17, 0.3, 0.38
(56) O=C(NCc1ccc2c(c1)OCO2)C(=O)NC1CCCCC1
  -9, 23, -6, 9, -1.5, -8, 11, 0.8, -0.81
(57) COc1ccccc1NC(=O)CC1Nc2ccccc2NC1=O (centres undefined)
  2, -1, 10, 7, -0.42, 5, -5, 1, 0.18

Bioassay records deposited in PubChem BioAssay by several laboratories.
